Compound activity from PubChem BioAssay.
SIAE primary: human SIAE inhibitors, primary screen, biochemical, fluorescence polarization, FP-Rh probe, 1536-well HTS; Sialate O-acetylesterase (Homo sapiens), Q9HAT2; SIAE FP-Rh probe binding; inhibition, % at 9.66 µM; hit rate 0.69% among 370,000; AID 1053197, 2014;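 active = inhibition above a cutoff: mean of compounds within the control limits plus 3 SD of those, cut at about 17% in these data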;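 also: 0% = plate median of compound wells and 100% = probe without SIAE protein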
TDP2 absorb: human TDP2 enzyme inhibitors, primary screen, biochemical, epi absorbance, recombinant enzyme | T5PNP hydrolysis, p-nitrophenol absorbance 415 nm | inhibition, % at 12.8 µM | hit rate 0.34% among 370,000 | AID 720702, 2013;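 active = inhibition above the mean of all tested compounds plus 3 SD, set per campaign, cut at about 25% in these data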;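 also: 0% = DMSO with enzyme and 100% = buffer with substrate but no TDP2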
Target sequence (O95551 whole entry, looked up): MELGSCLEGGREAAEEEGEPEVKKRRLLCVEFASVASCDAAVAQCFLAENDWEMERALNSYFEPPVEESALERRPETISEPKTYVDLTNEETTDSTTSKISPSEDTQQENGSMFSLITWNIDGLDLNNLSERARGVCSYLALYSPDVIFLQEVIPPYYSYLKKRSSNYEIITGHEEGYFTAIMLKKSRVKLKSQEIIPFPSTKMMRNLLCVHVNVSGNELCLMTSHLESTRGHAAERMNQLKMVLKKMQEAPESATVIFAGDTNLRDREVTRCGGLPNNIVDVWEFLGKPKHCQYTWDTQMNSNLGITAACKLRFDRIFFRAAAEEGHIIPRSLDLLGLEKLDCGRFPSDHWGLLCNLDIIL
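Material: recombinant human TDP2; quantity: TDP2 enzyme at 120 nM final; medium: Tris-HCl pH 7.5 with MgCl2; compound: single concentration, 12.8 µM nominal, with 1% DMSO; incubation: 2 h enzyme incubation at 37 °C; signal: epi absorbance; measure: percent inhibition; benchmarks: high control without enzyme, low control DMSO plus TDP2; repeats: singlicate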
PG9 Ab binder: binders of HIV-1 gp120 antibody PG9, primary screen, biochemical, TR-FRET; hit rate 0.43% among 360,000; TR-FRET gp120-PG9 antibody binding; HIV-1 gp120 / PG9 antibody interaction; inhibition, % at 6.7 µM; in the data active = inhibition above about 8.5%
Rev-erbA mod: modulators of Rev-erb alpha DNA binding, primary screen, biochemical, FITC-DNA, fluorescence polarization, uHTS; Nuclear receptor subfamily 1 group D member 1 (Homo sapiens), P20393; Rev-erbα–FITC-DNA binding, 90 min; activity, % at 10 µM; hit rate 0.79% among 370,000;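 active = activity above about 14%, limit read from the data; passing the limit was not always enough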;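 also: 0% = DMSO wells with 35 nM protein and 100% = DMSO wells with 750 nM protein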
LEDGF integ inh: blockers of LEDGF/p75-dependent integrase strand transfer – biochemical, TR-FRET, high throughput, primary screen; HIV-1 integrase (with human LEDGF/p75); TR-FRET IN-LEDGF/p75 DNA integration, Eu/Cy5; inhibition, % at 3.7 µM; hit rate 0.64% among 370,000; AID 743269, 2014;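 active = inhibition above the screen-wide mean plus 3 SD, cut at about 13% in these data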;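 also: signal is the Cy5 over europium emission ratio at 671 and 618 nm; 0% = plate median of compound wells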
HTRA1 inh: HTRA1 serine protease inhibitors, primary screen, biochemical, fluorescence polarization, HTS | recombinant HTRA1, FP-rhodamine activity-based probe | AID 504803, 2011 | hit rate 0.5% among 340,000 | inhibition, % at 5.96 µM; in the data active = inhibition above about 36%;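 also: 0% = enzyme with DMSO and 100% = wells lacking enzyme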
Target sequence (Q92743 whole entry, looked up): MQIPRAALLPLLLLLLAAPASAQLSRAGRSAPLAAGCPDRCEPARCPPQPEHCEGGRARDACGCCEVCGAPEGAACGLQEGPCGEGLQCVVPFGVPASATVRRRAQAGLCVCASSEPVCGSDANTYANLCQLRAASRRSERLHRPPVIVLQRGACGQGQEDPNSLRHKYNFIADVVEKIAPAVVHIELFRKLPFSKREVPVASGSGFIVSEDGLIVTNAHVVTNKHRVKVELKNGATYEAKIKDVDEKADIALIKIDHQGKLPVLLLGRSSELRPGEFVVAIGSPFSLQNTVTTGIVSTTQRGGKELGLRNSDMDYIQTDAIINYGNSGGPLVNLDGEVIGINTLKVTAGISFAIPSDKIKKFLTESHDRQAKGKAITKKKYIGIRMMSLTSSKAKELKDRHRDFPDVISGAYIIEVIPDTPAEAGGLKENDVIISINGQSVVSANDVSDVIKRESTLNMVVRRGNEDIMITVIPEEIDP
rCAG RNA binder: binders of r(CAG) RNA repeats, primary screen, biochemical, fluorescence; inhibition, % at 3 µM; hit rate 1.3% among 370,000; r(CAG) RNA repeat, TO-PRO-1 dye displacement fluorescence;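 active = inhibition above the plate cutoff, the mean of all test compounds on that plate plus 3 SD, cut at about 35% in these data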;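 also: 0% = DMSO alone and 100% = 100 µM mitoxantrone as full dye displacement; higher means more dye released from RNA so lower well fluorescence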
TCR-CD3 inh: inhibitors of human TCR-CD3 interaction, primary screen, biochemical, fluorescence, TAMRA-labeled TCR probe. T-cell receptor (TCR). AID 651800, 2012. inhibition, % at 9.4 µM. hit rate 0.37% among 360,000; in the data active = inhibition above about 19%;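 also: recombinant mutant TCR 2C K166C tagged with TAMRA read by polarization; 0% = receptor in buffer alone and 100% = receptor with positive control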
mABHD4 FP: ABHD4 inhibitors, primary screen, biochemical, fluorescence polarization, mouse | inhibition, % at 8.92 µM | purified mABHD4, FP-Rh probe fluorescence polarization | (Lyso)-N-acylphosphatidylethanolamine lipase (Mus musculus), Q8VD66 | hit rate 0.54% among 370,000;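 active = inhibition exceeding the mean over every tested compound plus 3 SD, cut at about 30% in these data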;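 also: 0% = plate median of compound wells and 100% = S159A mutant with DMSO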
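Material: mouse ABHD4 enzyme, wild type; Benchmarks: S159A mutant high control, sample median low control; Buffer or medium: HEPES pH 7.0, NaCl, Pluronic buffer; Signal: fluorescence polarization; Read-out: percent inhibition of probe binding, normalized to plate controls; Timing: pre-incubation 45 min, probe exposure 60 min, at 25 °C; Dosing: 8.92 µM, single dose.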
PRMT1 FP inh: PRMT1 methyltransferase inhibitors, primary screen, biochemical, fluorescence polarization. AID 652257, 2013. recombinant PRMT1, activity-based probe fluorescence polarization. hit rate 1.3% among 370,000. inhibition, % at 2.79 µM. Protein arginine N-methyltransferase 1 (Homo sapiens), Q99873;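 active = inhibition above about 21% made by adding two undisclosed values, limit read from the data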
* = called active by the depositor; . = no result given.

SMILES	SIAE primary	TDP2 absorb	PG9 Ab binder	Rev-erbA mod	LEDGF integ inh	HTRA1 inh	rCAG RNA binder	TCR-CD3 inh	mABHD4 FP	PRMT1 FP inh
CC(=O)c1cccc(NC(=O)NNC(=O)c2ccc(-c3ccccc3)cc2)c1	-16.9	2.1	-1.1	1.9	0.9	2.1	6.6	7.6	-0.8	0.3
C=CCOC(=O)Nc1nc(CCNC(=O)OC(C)(C)C)c(C(=O)OC)s1	-2.2	-5.8	-0.2	-8.8	-0.8	.	-0.2	2.4	1.8	2.7
CCOc1ccc(C(CC(=O)O)NC(=O)COc2ccccc2OC)cc1OC (stereo not given)	-0.1	-7.4	0.7	2.5	3.2	0.5	-1.8	-8.4	-9.4	-2.9
Cc1[nH]c2ccccc2c1C(=O)C(=O)Nc1ccc2c(c1)OCCO2	-6.6	6.0	-0.9	8.7	1.9	-4.5	3.9	8.1	-4.3	1.1
Cc1ccc(NC(=O)c2cc(-c3cc(Cl)ccc3O)n[nH]2)cc1C	-13.3	-6.8	-1.6	2.7	7.3	-7.3	7.1	3.0	-9.1	-4.5
CCCCN(C)C(=O)C1CCN(Cc2ccc(OCc3ccccc3)cc2)CC1	3.1	3.6	-0.8	-0.7	1.0	0.8	0.9	4.0	7.9	0.7
Cn1c(=O)n(C/C=C/c2ccccc2)c(=O)c2c1nc1n2CCCN1Cc1ccccc1	5.3	-6.0	1.1	-7.8	-2.5	-11.9	-0.5	5.2	4.1	0.2
COc1ccc(N2CC(C(=O)Nc3cccnc3)CC2=O)cc1 (stereo not given)	2.7	-2.2	-1.7	-2.8	1.4	-1.1	3.4	6.1	-1.0	2.2
Cn1c(SCC(=O)NC2CCCCC2)nnc1-c1ccccn1	-3.6	-10.2	-0.8	1.9	1.8	-1.8	-0.7	0.5	1.9	-2.1
C=CCOc1ccc(Br)cc1CNCC	2.2	14.4	-1.1	4.2	1.4	5.2	2.3	6.7	-2.2	-5.0
Cc1nn(C(C)c2nc(-c3ccccc3)no2)c(C)c1[N+](=O)[O-] (stereo not given)	-4.6	-8.8	0.1	3.7	-2.6	-9.2	-2.0	3.3	1.0	-0.4
Cc1ccc(N(C)C(=O)N2CCN(S(=O)(=O)c3ccc(C)c(C)c3)CC2)cc1	0.6	-0.3	1.9	2.3	2.8	-9.2	-7.6	9.4	5.0	-4.3
O=C(COc1ccccc1F)Nc1cc(S(=O)(=O)N2CCOCC2)ccc1N1CCOCC1	-2.8	-7.4	0.9	3.4	2.0	1.4	-3.2	-1.1	-2.1	3.1
COc1ccc(N2CCN(C(=O)CN(Cc3ccc(Cl)cc3)S(C)(=O)=O)CC2)cc1	3.9	-0.3	-0.9	1.1	1.3	2.7	2.4	2.7	1.2	0.4
Cc1ccc(S(=O)(=O)NCC(c2cccnc2)N(C)C)cc1 (stereo not given)	0.4	8.4	-1.3	2.7	0.1	-3.3	0.8	7.7	9.9	2.1
COc1cc(OC)cc(N2CC(C)(C)C2=O)c1	1.5	-3.5	0.1	-4.6	4.6	.	1.9	4.2	-6.0	-0.6
Nc1cc(N)nc(CS)n1	4.2	7.4	-1.4	5.9	3.3	0.4	3.6	3.9	0.3	2.7
O=C(CSc1n[nH]c(=O)n1-c1ccccc1)N1CCOCC1	1.3	-8.8	-0.8	-6.1	-4.4	-2.6	-5.1	-6.4	3.1	1.3
COc1ccccc1-c1nnc(NC(=O)C(C)C)s1	-1.7	-4.4	-0.2	1.2	-2.1	-13.9	-6.0	9.0	1.8	-0.1
C=C(C)CSc1nc2nc(C)c(Br)cc2[nH]1	7.7	2.3	-1.4	0.8	-3.5	10.0	-1.1	-2.7	-8.9	-3.0
O=[N+]([O-])c1ccc(/C=N/n2cn[nH]c2=S)cc1	3.4	10.0	0.9	-4.3	-3.2	0.7	-3.5	4.4	-2.6	3.0
C=C(C)Cn1c(SCC)nc2ccccc2c1=O	0.6	-6.5	0.1	2.6	-2.8	-1.8	-1.4	-0.5	2.5	-2.7
O=C(O)c1cc(-c2ccccc2)n[nH]1	2.8	-10.7	-1.9	0.4	-1.1	-5.3	-0.9	-1.6	-1.1	-2.0
O=C(CCCCCNC(=O)N1CCn2c1nc1ccccc12)N[C@H](Cc1ccccc1)C(=O)O	-7.7	-1.0	-1.3	1.1	1.9	4.5	14.3	-7.7	-9.1	10.3
CCC(C)N1CC(=O)N2C(c3ccc(OC)cc3OC)c3[nH]c4ccccc4c3C[C@H]2C1=O (stereo not given in full)	0.4	-0.6	-1.8	-1.0	1.2	-10.5	10.0	-1.4	2.3	-0.8
O=c1c2cc(C(F)(F)F)ccc2sn1-c1ccccc1	3.2	4.1	-0.5	3.5	-2.6	2.1	2.3	7.6	7.9	70.7*
COc1ccc(NC(=S)NCc2ccc(S(N)(=O)=O)cc2)c(OC)c1	11.7	1.7	1.6	-1.5	-2.3	2.9	0.6	-3.4	7.9	3.6
O=C(NCCc1ccccn1)c1ccc(OC2CCN(CCc3ccccc3)CC2)cc1	1.9	5.1	-2.4	2.8	4.6	-3.7	-11.4	1.3	-0.6	-6.8
O=S(=O)(c1ccc2c(c1)OCCO2)N1CCNCC1	1.0	-0.3	-0.7	-6.2	-0.7	1.1	-1.3	3.5	1.6	-1.2
O=C(CSc1ncccn1)NCC1CCCO1 (stereo not given)	-5.7	-11.3	-0.5	-4.5	5.0	1.7	1.1	4.3	1.3	-3.2

Full records as entered above.
COc1cc(OC)cc(N2CC(C)(C)C2=O)c1 as listed: SIAE primary: 1.5; TDP2 absorb: -3.5; PG9 Ab binder: 0.1; Rev-erbA mod: -4.6; LEDGF integ inh: 4.6; HTRA1 inh: .; rCAG RNA binder: 1.9; TCR-CD3 inh: 4.2; mABHD4 FP: -6.0; PRMT1 FP inh: -0.6
O=c1c2cc(C(F)(F)F)ccc2sn1-c1ccccc1 as listed: SIAE primary: 3.2; TDP2 absorb: 4.1; PG9 Ab binder: -0.5; Rev-erbA mod: 3.5; LEDGF integ inh: -2.6; HTRA1 inh: 2.1; rCAG RNA binder: 2.3; TCR-CD3 inh: 7.6; mABHD4 FP: 7.9; PRMT1 FP inh: 70.7*

The list goes on.
SMILES	SIAE primary	TDP2 absorb	PG9 Ab binder	Rev-erbA mod	LEDGF integ inh	HTRA1 inh	rCAG RNA binder	TCR-CD3 inh	mABHD4 FP	PRMT1 FP inh
O=C(Nc1ccc(N2CCN(C(=O)c3ccccc3)CC2)cc1)c1cccs1	4.3	4.2	-3.4	0.4	-1.8	-0.1	-1.0	5.1	-2.3	0.6
O=C(Cc1ccccc1)NC(=S)Nc1cccc(C(F)(F)F)c1	-13.7	-0.9	-0.7	-0.5	-3.7	-38.8	-3.8	-3.5	-18.5	0.0
CCOC(=O)c1c(CN2CCCCC2)n(C)c2ccc(OC)c(S(=O)(=O)c3ccccc3)c12	6.0	-8.4	0.5	-0.7	-1.1	-10.5	-6.8	4.9	1.7	-1.1
O=C1CCN(Cc2ccc(O)cc2)CCN1[C@H](CO)Cc1ccccc1	17.6*	-1.0	-0.2	3.3	0.3	0.9	-5.0	2.6	5.2	1.0
CC(C)(C)C(=O)NC1(C(F)(F)F)NC(=O)N(CCc2ccccc2)C1=O (stereo not given)	-4.5	3.6	-0.4	1.8	1.9	0.8	-1.5	1.4	-0.1	-0.9
Nc1c(C(=O)NCc2cccs2)nnn1CC(=O)Nc1cccc(Cl)c1	-2.9	-1.6	-1.2	0.0	0.3	0.5	5.9	3.7	-1.1	0.1
COc1ccccc1C(=O)NC(CCSC)C(=O)NCc1ccncc1 (stereo not given)	-3.5	-0.9	-1.6	1.9	-1.4	-0.7	3.4	3.3	-0.6	-1.3
Cc1ccccc1NC(=O)Cc1nc(COC(=O)CC(C)c2ccccc2)cs1 (stereo not given)	-6.6	6.1	-0.4	2.9	-0.9	-0.2	-2.3	-1.9	11.5	5.8
CCCCCN(C(=O)NC(=O)Nn1cnnc1)S(C)(=O)=O	6.6	-5.4	-1.1	-1.4	4.0	2.5	0.5	4.2	3.6	-0.8
CCOC(=O)C(C)Sc1nc2c(c(=O)[nH]c(=O)n2C)n1C/C=C(/C)Cl (stereo not given)	-0.1	-13.1	-3.1	-0.6	2.1	3.4	-8.1	4.8	1.6	18.4
N#Cc1ccc(OCC(=O)OCC(=O)Nc2ccc(N3CCOCC3)cc2)cc1	16.4	4.8	-1.1	-6.4	-3.7	3.9	-3.9	-3.1	7.8	-0.4
COc1ccc2ncc(S(=O)(=O)c3ccccc3)c(N3CCN(c4ccccc4)CC3)c2c1	-5.2	2.1	0.7	8.2	-1.6	-19.0	6.5	5.5	-1.8	1.4
CCCOc1ccc(-c2c(C(=O)N/N=C/c3ccncc3)nnn2-c2nonc2N)cc1	-20.9	-6.2	-0.8	-9.0	-1.6	-2.8	2.5	3.9	-9.2	3.5
COc1ccc(C)cc1S(=O)(=O)N(CC(=O)O)c1ccc(F)cc1	-7.3	2.6	-0.8	0.6	0.2	3.9	-4.2	-0.7	1.2	2.8
O=C(CSc1nnc(Nc2ccccc2F)s1)Nc1cccc(S(=O)(=O)N2CCCCC2)c1	-27.6	2.3	-1.6	5.4	-1.7	-69.8	10.4	4.3	-24.6	1.6
O=C(C(c1ccccc1)c1ccccc1)N1CCN(CCN2C(=O)c3cccc4cccc(c34)C2=O)CC1	-12.8	-5.1	-0.7	2.8	-5.3	-38.8	10.6	-6.2	-19.6	1.4
CC1=C(C(=O)O)N2C(=O)C(NC(=O)c3nn(C)c(C)c3Cl)C2SC1 (stereo not given)	-1.0	-13.1	-0.6	-1.1	0.9	-7.5	5.5	0.7	3.7	28.7*
CCOC(=O)[C@]12CCC=C1N(Cc1ccc(Cl)cc1Cl)C(=O)[C@H](CC(=O)N1CCSCC1)C2	-6.6	3.2	-1.9	2.1	-0.8	.	5.0	0.6	-6.5	4.8
O=C(CSc1ccc(Cl)cc1)NC(=O)NCc1ccco1	0.1	-20.2	-0.6	-2.5	-3.9	-14.3	2.3	-1.0	1.6	2.0
O=C(CN1C(=O)c2ccccc2C1=O)NCc1ccc(F)cc1	2.4	7.2	0.2	-0.6	-0.4	6.1	-2.0	-6.0	4.8	-0.2
COc1ccccc1OCC(=O)Nc1ccncc1	-3.3	6.2	-1.2	4.5	2.1	-7.5	-0.8	10.3	-3.1	-1.4
O=C(O)C1C2C=CC(C2)C1C(=O)NCc1ccccc1F (stereo not given)	-0.7	-9.8	0.5	-2.1	-0.6	5.6	0.7	7.9	5.9	-2.2
COc1ccccc1Cc1c(-c2ccc(Cl)cc2)nc2c3ccccc3ccn12	-4.8	2.1	0.0	7.5	-1.8	.	3.5	4.1	-9.3	-0.1

These rows are one share of the data; the hit share may differ from the screen's.
